Siah-1 displacement: Siah-1 peptide-binding antagonists, primary screen, biochemical, fluorescence polarization, rhodamine-plectin, uHTS (AID 1817) | Siah-1 / rhodamine-plectin peptide fluorescence polarization; higher % means a stronger effect | one-dose displacement, % at 20 µM; IC50 in µM for titrated hits | 290,000 tested, 0.02% active;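 active = displacement of at least 50% at 20 µM, with a fluorescence ratio check between 0.3 and a set limit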;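 also: plate controls were Siah plus tracer with DMSO for no effect and tracer alone without Siah for full effect; strong numbers were not always called active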
XIAP displacement: XIAP antagonists, biochemical, IAP family, fluorescence polarization (AID 1018). XIAP BIR domain, fluorescence polarization peptide displacement; higher % means a stronger effect. displacement, % at 20 µM; hits with a dose series show IC50 in µM. 200,000 tested, 0.007% active; in the data active = displacement above about 50%; also: a part of the inactive calls stands beside numbers as strong as those of hits
HIV fusion peptide: cell-free HIV fusion peptide-binding blockers – biochemical, uHTS, fluorescence dequenching, primary screen (AID 1986) | cell-free peptide binding, fluorescence dequenching, 30 min; higher % means a stronger effect | 290,000 tested, 0.3% active | inhibition, % at 20 µM; hits with a dose series show IC50 in µM; in the data active = inhibition mostly above about 52%, no sharp cut-off; inactive = mostly below about 76%; also: some results filed as inactive read as strong as hits
HEK293 NOD2/NF-kB: inhibition of NOD2-driven NF-kB reporter – cell-based, luminescence, uHTS, HEK293 (AID 1566); inhibition, % at 4 µM, or EC50 in µM where a hit was titrated; HEK293 NOD2/NF-kB luciferase reporter, luminescence; higher % means a stronger effect; 290,000 tested, 0.63% active; also: many of its hits are not listed in these tables
LYP inhibition: inhibitors of LYP phosphatase, biochemical, fluorescence intensity, uHTS (AID 1779); recombinant LYP phosphatase, fluorescence intensity; higher % means a stronger effect; one-dose inhibition, % at 11.5 µM; IC50 in µM for titrated hits; 290,000 tested, 0.054% active;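 also: plate controls were vehicle with enzyme for no effect and no enzyme for full effect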
AID2073: inhibitors of Mint1-CaV2.2 protein interaction, biochemical, HTRF (AID 2073); HTRF protein-protein interaction, Mint1-CaV2.2; higher % means a stronger effect; one-dose inhibition, % at 20 µM; IC50 in µM for titrated hits; 290,000 tested, 0.19% active; in the data active = inhibition mostly above about 51%, no sharp cut-off; inconclusive = no clear call, values can overlap the other calls; inactive = mostly below about 53%; also: some results filed as inactive read as strong as hits
Myeloid diff MLP: myeloid differentiation induction; calls only at 10 µM; ER-HoxA9 myeloid progenitors, lysozyme-GFP differentiation, flow cytometry; AID 624256; 360,000 tested, 1% active;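 active = normalized GFP-positive differentiation at or above the plate's own cutoff, the solvent-only control mean plus 3 SD; inconclusive = no clear call, values can overlap the other calls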;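 also: cells exposed to compound for four days before flow analysis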
Lipid droplet: modulators of hepatic lipid droplet formation. AML12 mouse hepatocytes, oleate lipid droplets, BODIPY imaging. inhibition, % at 6.5 µM. 240,000 tested, 0.4% active;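 active = lipid droplet intensity inhibited by at least 50%, with more than 500 cells counted; inconclusive = wells with under 300 cells, treated as cytotoxic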
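Material: mouse AML12 hepatocyte cell line, fixed after treatment; Timing: compound with oleate, overnight; Technique: high-content imaging of BODIPY-stained droplets and DAPI nuclei; Probe or stimulus: oleate, 100 µM final; Dosing: compound at 6.5 µM only.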
Dengue-2 NS5 capping: flavivirus cap methylation enzyme inhibition – biochemical, confirmation dose response, primary screen (AID 588689); Dengue-2 NS5 methyltransferase capping enzyme assay, biochemical; higher % means a stronger effect; inhibition, % at 25 µM; hits with a dose series show IC50 in µM; 340,000 tested, 0.3% active; in the data active = a potency from the dose series; inconclusive = inhibition above about 29% without an active follow-up result
Lipid droplet cells 6.5 µM: further read-out of Lipid droplet, marked with its call; cell count; measured here: cell count, cytotoxicity flag;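 cells counted across two imaged fields per well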
Dengue-2 NS5 capping pilot replicate: recorded beside Dengue-2 NS5 capping, whose call it bears; inhibition, %; measured here: pilot screen replicate inhibition
Myeloid diff MLP GFP+ MAC1+ %: also measured in Myeloid diff MLP; calls as there; GFP+ MAC1+ double positive, %; measured here: differentiation confirmed by MAC1 staining
* = called active by the depositor; i = inactive; u = inconclusive; x = no result given. Rule as the data show it, unless noted: active = inhibition above about 50%; inactive = the rest.

SMILES	Siah-1 displacement	XIAP displacement	HIV fusion peptide	HEK293 NOD2/NF-kB	LYP inhibition	AID2073	Myeloid diff MLP	Myeloid diff MLP GFP+ MAC1+ %	Lipid droplet	Lipid droplet cells 6.5 µM	Dengue-2 NS5 capping	others
COc1cccc2c1O/C(=N\O)C(C(=O)Nc1cccc(C)c1C)C2 (centres undefined)	2.8%	x	-0.1%	-23.4%	1.2%	6.3%	i	0.3	10.8	861	-2.0%
Cc1c(C(=O)O)sc2nc(SCC(=O)Nc3ccc(S(=O)(=O)NCCCC(=O)O)cc3)[nH]c(=O)c12	5.0%	-4.7%	11.0%	16.7%	0.0%	24.6%	i	0.2	11.6	686	4.5%
COC(=O)CSc1nc(N2CCOCC2)c2c(c1C#N)CCCC2	0.7%	x	1.1%	14.9%	-3.4%	-5.2%	i	0.4	15.3	690	1.6%
CC1CN(C(=O)COC(=O)c2ccc(Cl)c(N)c2)CC(C)O1 (centres undefined)	4.7%	x	1.0%	5.9%	-13.1%	5.2%	x	x	2.4	772	-1.5%
CN(C)C(=O)c1c([N+](=O)[O-])c(C(C)(C)C)nn1C	6.2%	-4.2%	-0.8%	10.3%	-8.9%	-12.6%	i	0.1	-9.1	645	0.0%
CCc1ccc(-c2nc(CS(=O)CC(=O)NCc3ccccc3)c(C)o2)cc1 (centres undefined)	7.5%	x	0.2%	14.2%	-6.1%	4.8%	i	1.0	-9.0	693	-13.8%
CCOC(=O)c1[nH]c2cc(OC)c(OC)cc2c1NC(=O)CN(C)C1CCCCC1	7.3%	2.9%	17.1%	0.8%	-4.1%	4.2%	i	6.1	x	x	0.0%
Cc1cccc(-n2c(C)cc(/C=N\NC(=O)c3cccs3)c2C)c1	-6.0%	-9.8%	-0.3%	-8.0%	-0.8%	3.7%	i	0.9	3.8	681	-2.6%
O=C(O)CCC(=O)Nc1ccccc1C(=O)NCc1ccccc1	6.5%	-0.3%	1.5%	12.1%	-9.0%	2.0%	i	0.3	1.3	630	-2.9%
CCN(CC(=O)NC1CCS(=O)(=O)C1)Cc1nc2c(Br)cc(Br)cc2c(=O)[nH]1 (centres undefined)	6.1%	-3.8%	0.8%	13.7%	1.5%	27.2%	i	0.4	-16.4	695	-5.5%
COc1cccc(/C=N/NC(=O)c2ccoc2C)c1O	0.9%	x	-2.1%	-68.6%	2.0%	18.9%	i	0.6	18.1	749	5.0%
CC1(C)CC(=O)C2=C(C1)N(Cc1ccccc1)C(=O)C2(O)C(F)(F)F (centres undefined)	-2.6%	-9.7%	-1.8%	-7.7%	-1.9%	1.5%	i	1.0	x	x	-6.6%
C=CCSC1=N/C(=C/c2ccsc2)C(=O)N1c1ccccc1	1.4%	1.7%	-1.2%	-2.2%	9.9%	-3.5%	i	0.1	-0.9	662	-2.5%
Cc1ccc(-n2c3c(cc(C(=O)NC4CCSC4=O)c2=O)C(=O)CCC3)cc1 (centres undefined)	-2.0%	-1.7%	-1.5%	15.7%	-6.2%	-1.1%	i	1.4	4.0	764	4.0%
COC(=O)c1cc2ccccc2n1Cc1ccc(Cl)nc1	1.2%	x	2.1%	22.3%	-5.5%	8.1%	i	1.1	x	x	-6.5%
CC1CCCN(C(=O)C(=O)c2cn(CC(=O)N3CCCCCC3)c3ccccc23)C1 (centres undefined)	0.7%	x	-0.6%	-3.3%	6.0%	40.7%	u	x	48.7	811	-8.1%
CCOC(=O)N1CCN(Cc2nc3cc(NC(=O)C(C)C)ccc3n2CC)CC1	7.4%	x	-1.3%	-7.7%	-3.3%	14.5%	i	0.6	-0.9	833	-0.7%
CCOC(=O)C1CCCN(c2c(NCCN3CCCCC3C)c(=O)c2=O)C1 (centres undefined)	4.0%	38.8%	0.0%	-4.3%	3.0%	-6.4%	i	1.7	-6.4	603	-2.1%
O=S(=O)(NCc1ccccc1)c1ccc(S(=O)(=O)N2CCCCC2)cc1	0.2%	-5.2%	1.6%	-0.7%	-2.3%	8.1%	i	7.6	2.1	744	-0.8%
O=S(=O)(NC1CCCCC1)c1cccs1	5.3%	x	-2.2%	1.9%	-4.6%	1.4%	i	1.3	0.4	823	5.0%
O=C(NC1CCCC1)C(c1ccncc1)N(C(=O)c1csnn1)c1ccccc1F (centres undefined)	-1.4%	x	-1.6%	6.2%	-14.0%	3.8%	i	3.1	-11.9	792	5.5%
N#Cc1c(N2CCCC2)nsc1-c1ccccc1	2.9%	x	-1.6%	-22.3%	-5.3%	15.1%	i	0.6	7.6	873	1.9%
Cc1ccc(NC(=O)CCC(=O)N/N=C/C=C/c2ccccc2)cc1	26.5%	0.6%	-1.3%	-1.6%	3.1%	9.4%	i	0.6	18.6	682	-3.6%
COc1cc(/C=C2/C(=O)NN(c3ccc(Cl)cc3)C2=O)ccc1OC(=O)c1ccco1	1.5%	-3.5%	11.8µM*	-54.3%	1.2%	12.8%	i	0.2	0.7	617	15.2%
CCOC(=O)N/N=C/C=C/c1ccccc1[N+](=O)[O-]	-7.9%	-2.4%	-1.4%	7.0%	-2.4%	-11.2%	i	0.4	18.6	664	4.2%

Other results
SMILES	Siah-1 displacement	XIAP displacement	HIV fusion peptide	HEK293 NOD2/NF-kB	LYP inhibition	AID2073	Myeloid diff MLP	Myeloid diff MLP GFP+ MAC1+ %	Lipid droplet	Lipid droplet cells 6.5 µM	Dengue-2 NS5 capping	others
Cc1ccsc1/C=N/Nc1ncc(Cl)cc1Cl	2.3%	-4.7%	-1.5%	-128.0%	-0.6%	u	i	0.8	13.9	867	6.1%
COc1ccccc1CC(=O)Nc1cccc(C(=O)NN2C(=O)c3ccccc3C2=O)c1	-2.2%	-1.6%	-1.5%	14.7%	-4.0%	10.4%	i	0.3	11.5	672	-7.4%
COc1ccc(-c2nc3n(c2Br)CCC3)cc1	1.1%	-3.0%	-0.4%	-91.7%	-1.5%	-8.3%	i	0.2	x	x	-1.4%
CSc1nn(CCc2ccncc2)c(=S)s1	-6.8%	-5.9%	-2.4%	17.4%	-10.3%	-15.7%	i	1.1	x	x	-4.3%
CCc1nn(C(C)C(=O)NCCc2ccccc2)c(=O)c2cc3occc3n12 (centres undefined)	2.0%	x	-0.2%	15.9%	-5.3%	11.3%	u	x	-5.6	749	0.9%
CCOc1cc(-c2cc(-c3ccc(OC)cc3)nc(N)c2C#N)ccc1O	-0.1%	-9.6%	2.4%	-6.8%	5.0%	6.3%	i	0.9	21.0	767	4.1%
Cc1ccn2c(c1)nc(=S)n2C(=O)c1ccco1	3.5%	-1.7%	0.6%	-42.0%	-6.2%	-8.1%	x	x	-15.3	719	x
COC(=O)c1ccc(C(=O)OC)c(NC(=O)COC(=O)c2ccccc2OC)c1	-1.7%	-13.6%	-0.7%	4.8%	0.9%	-4.1%	i	0.2	-11.0	697	-11.3%
CCCCCCCCNC(=O)c1cnccn1	-6.8%	-3.2%	0.3%	13.7%	-6.3%	1.7%	i	0.1	1.0	715	0.6%
COc1ccc(NC(=O)CCCSc2ccccc2)cc1	-4.7%	-8.1%	0.0%	-30.4%	-4.5%	1.5%	i	1.2	-5.7	674	24.9%
CCc1cc(C(=O)Cc2cnn(-c3ccccc3)c2)c(O)cc1O	-1.3%	-2.5%	-4.1%	23.5%	-12.0%	34.6%	i	0.6	x	x	5.5%	Dengue-2 NS5 capping pilot replicate=-6.5
C/C(CCc1ccc2c(c1)OCO2)=N\N=C(/N)SC1CC(=O)N(c2ccc(Cl)cc2)C1=O (centres undefined)	4.0%	-2.9%	4.8%	-0.7%	-3.6%	0.2%	i	9.3	x	x	-3.5%
COc1cccc(-n2c(N)c(C(=O)Nc3c(C)n(C)n(-c4ccccc4)c3=O)c3nc4ccccc4nc32)c1	2.9%	x	7.0%	-1.8%	-4.2%	19.0%	i	0.2	4.8	703	15.3%
COCCOc1cc(-n2ccnc2SC)c(Cl)cc1Cl	7.6%	0.4%	0.1%	12.2%	-9.1%	21.2%	i	0.3	10.5	702	0.7%
Cc1ccc(C(=O)NCC(=O)OCC(=O)c2ccc(C)c([N+](=O)[O-])c2)cc1	2.6%	-2.5%	7.5%	11.0%	-3.2%	37.3%	i	0.6	0.6	654	0.0%

An excerpt taken from the entries so far, as a working copy:
SMILES	Siah-1 displacement	XIAP displacement	HIV fusion peptide	HEK293 NOD2/NF-kB	LYP inhibition	AID2073	Myeloid diff MLP	Myeloid diff MLP GFP+ MAC1+ %	Lipid droplet	Lipid droplet cells 6.5 µM	Dengue-2 NS5 capping	others
Cc1ccsc1/C=N/Nc1ncc(Cl)cc1Cl	2.3%	-4.7%	-1.5%	-128.0%	-0.6%	u	i	0.8	13.9	867	6.1%
COc1ccccc1CC(=O)Nc1cccc(C(=O)NN2C(=O)c3ccccc3C2=O)c1	-2.2%	-1.6%	-1.5%	14.7%	-4.0%	10.4%	i	0.3	11.5	672	-7.4%
COc1ccc(-c2nc3n(c2Br)CCC3)cc1	1.1%	-3.0%	-0.4%	-91.7%	-1.5%	-8.3%	i	0.2	x	x	-1.4%
CSc1nn(CCc2ccncc2)c(=S)s1	-6.8%	-5.9%	-2.4%	17.4%	-10.3%	-15.7%	i	1.1	x	x	-4.3%
CCc1nn(C(C)C(=O)NCCc2ccccc2)c(=O)c2cc3occc3n12 (centres undefined)	2.0%	x	-0.2%	15.9%	-5.3%	11.3%	u	x	-5.6	749	0.9%
CCOc1cc(-c2cc(-c3ccc(OC)cc3)nc(N)c2C#N)ccc1O	-0.1%	-9.6%	2.4%	-6.8%	5.0%	6.3%	i	0.9	21.0	767	4.1%
Cc1ccn2c(c1)nc(=S)n2C(=O)c1ccco1	3.5%	-1.7%	0.6%	-42.0%	-6.2%	-8.1%	x	x	-15.3	719	x
COC(=O)c1ccc(C(=O)OC)c(NC(=O)COC(=O)c2ccccc2OC)c1	-1.7%	-13.6%	-0.7%	4.8%	0.9%	-4.1%	i	0.2	-11.0	697	-11.3%
CCCCCCCCNC(=O)c1cnccn1	-6.8%	-3.2%	0.3%	13.7%	-6.3%	1.7%	i	0.1	1.0	715	0.6%

Assay outcomes from PubChem BioAssay.

This is a subset; rates above refer to the full screens.
